Screens (PubChem)
PGE2 EP2 inh – blocks the human prostaglandin E2 receptor EP2; P43116; C6 glioma cells expressing human EP2, cAMP TR-FRET; cells stimulated with saturating PGE2; inhibition, % at 25 µM; 260,000 compounds, 0.52% hits; AID 1422;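 active means percent inhibition above 40 after rounding to a whole number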;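 further: rat C6 glioma host cells with rolipram phosphodiesterase inhibitor present; the protocol text gives 20 µM as final concentration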
Target sequence (P43116 whole entry, looked up): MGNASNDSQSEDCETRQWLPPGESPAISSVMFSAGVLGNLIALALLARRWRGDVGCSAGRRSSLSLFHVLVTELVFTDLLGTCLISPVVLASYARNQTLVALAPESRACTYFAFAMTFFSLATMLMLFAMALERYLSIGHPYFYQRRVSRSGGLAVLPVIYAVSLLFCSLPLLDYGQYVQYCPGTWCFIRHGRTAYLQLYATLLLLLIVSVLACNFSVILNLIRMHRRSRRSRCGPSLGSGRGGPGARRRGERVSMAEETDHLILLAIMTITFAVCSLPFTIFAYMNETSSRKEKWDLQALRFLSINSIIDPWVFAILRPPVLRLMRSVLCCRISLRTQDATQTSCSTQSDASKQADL
EP2 modulator – modulators of human EP2 prostaglandin E2 receptor; P43116; EP2-expressing cells, cAMP HTRF FRET, PGE2 co-stimulation; induction, % at 25 µM; 260,000 compounds, 0.83% hits;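 active means compounds whose cAMP rise, as percent of the full-agonist control response, exceeds 60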;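 further: rat C6 glioma line stably carrying human EP2 under a CMV promoter; the protocol text gives 20 µM as final concentration; 100% = response of wells given 1 µM PGE2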
* hit, by the source's call. This is a subset; the hit share may differ from the screen's.

molecule | PGE2 EP2 inh | EP2 modulator
CCCNC(=O)CSc1nc(-c2ccco2)cc(C(F)(F)F)n1 | 11 | -107
O=C(O)c1cc(N=Nc2ccc([N+](=O)[O-])cc2)ccc1O | 7 | 23
COc1ccc(NC(=O)C2CC(=O)N(c3cccc(Cl)c3)C2)cc1 (configuration not stated) | 10 | -20
Cn1cncc1CN(Cc1ccccc1)C1CC(C)(C)NC(C)(C)C1 | 4 | 7
CCC(CN1CCN(C)CC1)NC(=O)Cc1cn(CC)c2ccccc12 (configuration not stated) | 6 | -48
Cc1sc2nc(C3CC3)n(C3CCN(CC(=O)NC4CC4)CC3)c(=O)c2c1C | 7 | -4
c1cncc(CNCc2cccnc2)c1 | 8 | 28
O=C(CSc1ncccc1-c1nc2ccccc2[nH]1)NCc1ccccc1 | 7 | -72
COc1ccccc1OCc1nnc(SCC(=O)Nc2ccc(Cl)cc2)n1C | 3 | -30
COc1ccccc1OCc1nnc(SCC(=O)N(C)C)o1 | 9 | 0
COC(=O)CN1C(=O)C(O)=C(C(C)=O)C1c1cccc(OC)c1 (configuration not stated) | 10 | 4
Cc1cccc(C)c1NC(=O)CN1CCC(Nc2nc3c(c(=O)[nH]2)CCCC3)CC1 | 5 | 13
COc1ccc(N2CC(C(=O)NC3CCCCC3)CC2=O)cc1 (configuration not stated) | 11 | 11
OCCN(CCO)c1ncnc2nc[nH]c12 | 14 | 27
CCOc1ccccc1NC(=S)N1CCC(NC(=O)c2ccc(C)cc2)CC1 | 9 | -81
COc1ccc(CN(C(=O)c2cc3ccccc3oc2=O)C2CCCCC2)cc1 | 6 | -83
COc1cc2[nH]c(=O)c(C(=O)NCc3ccccc3)c(O)c2cc1OC | 11 | 13
O=C(O)c1ccc2c(c1)OCO2 | 9 | 7
CCN(CC)CCNCC(=O)Nc1ccc2c(c1)OCO2 | 13 | 3
CC1CCCCN1C(=O)c1cc2sccc2n1C (configuration not stated) | 3 | -14
Cn1c(=O)n(CC(=O)NC2CCCCC2)c2cccnc21 | 6 | -24
COc1ccc(/C(O)=C2/C(=O)C(=O)N(C)C2c2ccc(Cl)cc2)cc1OC (configuration not stated) | 17 | 38
Cc1ccccc1-c1nnc(NC(=O)C(C)C)s1 | 13 | -22
COc1ccc(C2(C(=O)N[C@H](C)Cn3nnc4cc(C)c(C)cc43)CC2)cc1 | 6 | -1
CCc1cc2ccccc2nc1SCC(=O)Nc1ccccc1Cl | 12 | 69*
O=C(Cn1nc(-c2cccc3ncccc23)oc1=O)N1CCc2ccccc21 | 10 | -17
COC(=O)c1c(NC(=O)Cc2ccc(Cl)cc2)sc(C(=O)N2CCOCC2)c1C | 5 | 4
CC(C)C1C(C#N)=C(N)Oc2n[nH]c(CSc3ccccc3)c21 (configuration not stated) | 21 | -106
O=c1[nH]ncc(N2CCN(Cc3ccc4c(c3)OCO4)CC2)c1Cl | 4 | -39
CCC(c1nnnn1C1CCCCC1)N(Cc1cc2cccc(C)c2[nH]c1=O)C1CCCCC1 (configuration not stated) | 7 | 17
C=CCOc1cccc(C2C(C(=O)c3ccco3)=C(O)C(=O)N2c2nnc(C)s2)c1 (configuration not stated) | 28 | 9
CC(NC(=O)c1nccc2ccccc12)c1nc(-c2ccncc2)n[nH]1 (configuration not stated) | 5 | -26
COc1ccc(CN2CCc3c(nc(N4CCCC(C)C4)[nH]c3=O)C2)c(O)c1 (configuration not stated) | 7 | -36
CCn1nnc(NC(=O)c2ccco2)n1 | 8 | 13
CCn1ncc(CNC(=O)CCSc2nc(-c3ccc4c(c3)OCO4)cc(C(F)(F)F)n2)c1C | 11 | -17
CCOc1ccc2[nH]c3c(c2c1)CN(C(=O)CCCn1nc(C)cc1C)CC3 | 8 | -66
CCC(C)NC(=O)CSc1nc2c(C)cccc2cc1C#N (configuration not stated) | 15 | 9
CCOc1ccc2[nH]c(=O)c(C(c3nnnn3CCOC)N3CCc4ccccc43)cc2c1 (configuration not stated) | 11 | 11
O=C(CSc1nc2ccccc2n1CC(=O)N1CCOCC1)NCCc1ccccc1 | 4 | -15
CCCc1nc(SCC(=O)Nc2ccccc2Cl)c2ccccc2n1 | 11 | 41
Cn1c(=O)c2c(nc(Br)n2CCN2CCOCC2)n(C)c1=O | 12 | -5
N=C(N)C(N=Nc1ccccc1)C(=N)N (configuration not stated) | 11 | -9
COC(=O)[C@@H]1OC(=O)C2OC23[C@@]1(C)CCC1[C@]2(C)C(C[C@@H](O)[C@]13C)C(C)(C)[C@H](OC(C)=O)C[C@@H]2OC(C)=O (some centres not stated) | 11 | 3
Cc1ccc(-c2nnc(N(C(=O)C3CCC3)C(C)C)s2)cc1 | 10 | -86
CS(=O)(=O)N(CC(=O)NCc1cccnc1)c1cccc(F)c1 | 7 | -7
C1CNCCN1 | 12 | 6
Cc1cccc(OCc2nnc(SCC(=O)NC3CCCC3)n2Cc2ccco2)c1C | 7 | 20
Cc1ccc(C)c2[nH]c(=O)c(CN(CCCN3CCOCC3)Cc3nnnn3C3CCCCC3)cc12 | 7 | 3
Cc1ccc2c(c1)C(O)CC1(CCN(CC(O)c3ccc(C)c(C)c3)CC1)O2 (configuration not stated) | 4 | -70
COc1ccc(OC)c(-c2csc(N(C)C(=O)COc3ccc(C)cc3)n2)c1 | 54* | 32
COc1cc(NC(=O)C2CC(c3ccccc3Cl)=NO2)cc(OC)c1OC (configuration not stated) | 13 | -76
CN(C)CCCN1CCC2(CCC(C(C)(C)C)CC2)CC1 | 51* | 22
CCn1c(SCCN2CCOCC2)nc2c1c(=O)n(C)c(=O)n2C | 11 | 19
Cc1cc2cc(C(c3nnnn3Cc3ccccc3)N3CCOCC3)c(=O)[nH]c2cc1C (configuration not stated) | 15 | -12
O=c1[nH]c(N2CCOCC2)nc2c1CN(Cc1cccnc1)CC2 | 7 | -14
Cc1ccc(C)c(NC(=O)COC(=O)c2ccccn2)c1 | 11 | -57
O=c1ccc(-c2cccs2)nn1C[C@H]1CCCN1S(=O)(=O)c1ccc(Cl)s1 | 10 | -8
Oc1c(Cl)cc(-c2nc3cnccn3c2NCC2CCCO2)cc1Cl (configuration not stated) | 1 | -23
C#CCCN1CCN(CC2(c3ccc(Cl)cc3)CC2)CC1 | 8 | 16
CSc1nnc2n(-c3ccccc3)c(=O)c3c4c(sc3n12)CCCC4C (configuration not stated) | 16 | 47

The list goes on.
molecule | PGE2 EP2 inh | EP2 modulator
CSc1ncc(C(=O)NC2(c3ccccc3)CCCC2)cn1 | 2 | -39
CCCc1nnc(NS(=O)(=O)c2ccccc2)s1 | 7 | -15
CCn1c(Cc2ccccc2)nnc1SCC(=O)Nc1cc(C)ccc1OC | 20 | -23
CCc1ccc(C2Nc3ccccc3NC3=C2C(=O)CC(C)(C)C3)cc1 (configuration not stated) | 9 | -7
CC(C)OC(=O)C1C2C=CC3(CN(C4CCCC4)C(=O)C13)O2 (configuration not stated) | 9 | 4
O=C(O)/C(=C\c1ccncc1)NC(=O)c1ccccc1 | 9 | 0
CC(C)(CO)NC(=O)c1cc(-c2ccc(Cl)cc2Cl)on1 | 7 | -67
CC(C)C(NC(=O)c1ccccc1Cl)c1n[nH]c(=S)n1C (configuration not stated) | 10 | -7
COc1ccc(CN(Cc2cn(C)nc2C)CC2CCCO2)c(OC)c1 (configuration not stated) | 6 | 2
CN(C)CCCN1c2ccc(O)cc2Sc2ccc(Cl)cc21 | 12 | 6
COc1ccc(N2CC(C(=O)OCC(=O)Nc3ccc(C)cc3C)CC2=O)cc1 (configuration not stated) | 14 | -7
COc1cc(OC)cc(-c2nnc(SCC(=O)N3CCCCCC3)o2)c1 | 5 | -17
O=C(CSc1nnc(-c2cccnc2)n1-c1ccc(F)cc1)Nc1ccc2c(c1)OCCO2 | 13 | -19
COc1ccccc1C1(O)CCN(CC(O)c2ccc(Cl)cc2)CC1 (configuration not stated) | 11 | -76
Cn1c(SCC(=O)N2CCCc3ccccc32)nnc1-c1ccncc1 | 2 | -24
N#Cc1cc(-c2ccc(Cl)cc2)no1 | 11 | -133
CCn1c(=O)c2c(nc(SCc3c(F)cccc3Cl)n2C)n(C)c1=O | 10 | -41
CCC(CN1CCCCC1)NC(=O)Cc1csc(-c2cccnc2)n1 (configuration not stated) | 4 | -42
O=C(c1cccs1)N1CCCC(c2nc3c(nnn3Cc3ccc(F)cc3)c(=O)[nH]2)C1 (configuration not stated) | 7 | 14
O[C@H](COc1ccccc1)CN1CCCCC1 | 8 | 9

Shown field by field: 2 of the compounds above.
Compound: COc1ccc(CN(Cc2cn(C)nc2C)CC2CCCO2)c(OC)c1 (configuration not stated)
  PGE2 EP2 inh: 6; EP2 modulator: 2

Compound: CC(C)C(NC(=O)c1ccccc1Cl)c1n[nH]c(=S)n1C (configuration not stated)
  PGE2 EP2 inh: 10; EP2 modulator: -7

(cont.)
molecule | PGE2 EP2 inh | EP2 modulator
COc1c(-c2coc3cc4c(cc3c2=O)CC(O)C(C)(C)O4)ccc2c1C=CC(C)(C)O2 (configuration not stated) | 92* | -53
COc1ccc2[nH]c(=O)c(CN(C3CCCCC3)S(=O)(=O)c3cccc4nsnc34)cc2c1 | 16 | 27
CCCC(=O)NNC(=O)c1c(O)c2ccccc2n(C)c1=O | 11 | -49
COc1ccc(NC(=S)N2C3CCCC2CC(NC(=O)C2CC2)C3)c(OC)c1 (configuration not stated) | 9 | 30
Cn1c(=O)[nH]c(=O)c2c1nc(NN)n2Cc1ccccc1Cl | 4 | 21
O=C(CSc1nc(-c2ccc(F)cc2)cc(C(F)(F)F)n1)NCCCN1CCOCC1 | 27 | -16
CC(C)c1c(O)c(-c2cc3c(c(C(C)C)c2O)CCC2C(C)(C)CCC[C@]32C)cc2c1CCC1C(C)(C)CCC[C@]21C (some centres not stated) | 17 | -11
Cc1cc(C)n(-c2ncnc3sc(C)c(-c4ccccc4)c23)n1 | 8 | 15
N=C(N)SCCON1C(=O)c2ccccc2C1=O | 17 | -51
Cc1cc(Cl)ccc1NC(=O)CSc1nnc(-c2ccco2)n1C | 10 | -2
C=C(C)CN1CCN(C(=O)CCn2c(-c3ccccn3)nc3ccccc32)CC1 | 6 | -22
Cc1cccc(NC(=O)C2CCN(S(C)(=O)=O)CC2)c1C | 18 | 19
O=C(C1CC1)N1CCC(c2nc3c(nnn3Cc3ccccc3)c(=O)[nH]2)CC1 | 7 | 14
c1cncc(CN2CCN(Cc3cccnc3)CC2)c1 | 13 | 9
C=Cn1cc(CN(C(=O)C2CC2)c2cccc(-c3ccnc(C)n3)c2)c(C)n1 | 10 | -26
C1=CCC(CN(CCCn2ccnc2)Cc2cccnc2)CC1 (configuration not stated) | 6 | 24
CCOC(=O)c1c(-c2ccc(C)cc2)csc1NC(=O)COC | 2 | 82*
CCc1ccc(NC(=O)CSc2nnnn2-c2ccc(NC(C)=O)cc2)cc1 | 14 | -39
CCOc1ccc(-c2csc3ncn(CC#N)c(=O)c23)cc1 | 8 | -20
CNC(=O)CSc1nnc(COc2ccccc2)n1C | 11 | -6
O=C(Cn1c(=O)sc2ccccc21)Nc1ccc(C(=O)O)cc1 | 10 | -9
CCC(CC)c1nnc(NC(=O)c2ccc(F)cc2)s1 | 7 | 0
CCn1c(SCC(=O)NCc2ccccc2)nnc1-c1ccco1 | 18 | -4
CCN(CC)C(=O)Cn1nc(-c2ccc(C)o2)cc(N)c1=O | 9 | -31
CSc1ncc(C(=O)N2CCN(CCOc3ccccc3Cl)CC2)cn1 | 11 | -68
N#CC1=C(N)SC(N)=C(C#N)C1c1ccc(O)cc1 | 17 | 9
Cc1nc2sc3c(c2c2nnc(SCC(=O)Nc4nccs4)n12)CCCC3 | 7 | -34
COc1ccc(Cl)cc1NC(=O)C1=C(C)NC(=O)NC1c1ccc(OC)c(OC)c1 (configuration not stated) | 3 | -9
O=C(c1cc(F)cc(F)c1)N1CCCC(c2noc(-c3ccccn3)n2)C1 (configuration not stated) | 9 | -22
Cc1cc(S(=O)(=O)NC23CC4CC(CC(C4)C2)C3)ccc1-n1cnnn1 | 7 | -68
Nc1cc(-c2cccs2)nn(CC(=O)Nc2ccc(F)cc2)c1=O | 7 | -102
NCCNC(=S)S | 9 | 3
O=C(CN(Cc1ccccc1)C(=O)CCC(=O)Nc1nccs1)NCC1CCCO1 (configuration not stated) | 8 | 1
Cc1ccc2[nH]c(=O)c(C(=O)O)cc2c1 | 14 | -28
C[C@@H](Cn1nnn(-c2ccccc2)c1=O)NC(=O)c1n[nH]c(=O)c2ccccc12 | 10 | 1
COc1ccc(C(O)CN2CCC(O)(c3ccc(F)cc3)CC2)cc1 (configuration not stated) | 4 | -28
O=C(NCc1nc(-c2ccncc2)n[nH]1)C(c1ccccc1)C1CCCC1 (configuration not stated) | 8 | -6
OC1(c2ccccc2)CCN(Cc2cccc(OCc3cccnc3)c2)C1 (configuration not stated) | 5 | -56
O=C1NC(c2ccc(Cl)cc2)C(C(=O)c2cccs2)=C1O (configuration not stated) | 6 | -11
O=C(Cn1nc2c3ccccc3ncn2c1=O)N1CCCCCC1 | 5 | -15
COc1cc(OC)cc(C(=O)N2CCC(C(=O)Nc3ccccc3)CC2)c1 | 9 | -13
CCN1CCN(C(c2cc3cccc(C)c3[nH]c2=O)c2nnnn2C2CCCCC2)CC1 (configuration not stated) | 8 | -2

Record cards (already shown):
`O=C(Cn1nc2c3ccccc3ncn2c1=O)N1CCCCCC1` in the list: PGE2 EP2 inh: 5; EP2 modulator: -15
`CSc1ncc(C(=O)N2CCN(CCOc3ccccc3Cl)CC2)cn1` in the list: PGE2 EP2 inh: 11; EP2 modulator: -68

At a glance, 4 of the compounds above.
molecule | PGE2 EP2 inh | EP2 modulator
NCCNC(=S)S | 9 | 3
O=C(CN(Cc1ccccc1)C(=O)CCC(=O)Nc1nccs1)NCC1CCCO1 (configuration not stated) | 8 | 1
Cc1ccc2[nH]c(=O)c(C(=O)O)cc2c1 | 14 | -28
C[C@@H](Cn1nnn(-c2ccccc2)c1=O)NC(=O)c1n[nH]c(=O)c2ccccc12 | 10 | 1
